bub3 – NCI yeast anticancer drug screen, S. cerevisiae bub3 mutant strain | actives 9.9% (n = 78,000) | % growth inhibition at 50 µM;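 note: 0% = growth of vehicle-only cultures of the same strain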
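Screening used yeast with an engineered genetic alteration affecting cell cycle control. Compound-exposed cultures were compared with vehicle cultures, and reduced growth was taken as inhibition.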
yeast mec2-1 – NCI yeast anticancer drug screen, S. cerevisiae mec2-1 strain. % growth inhibition at 50 µM. actives 9% (n = 79,000);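 note: 0% = growth of vehicle-only cultures of the same strain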
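Mutant yeast (mec2-1) grown with compound; growth inhibition relative to vehicle control reported.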
yeast mlh1 rad18 – NCI yeast anticancer drug screen, S. cerevisiae mlh1 rad18 strain; actives 11% (n = 79,000); % growth inhibition at 50 µM;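 note: 0% = growth of vehicle-only cultures of the same strain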
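Test agents were incubated with a yeast strain of defined genotype (DNA damage repair defect). Inhibition of growth was derived by comparison with vehicle-exposed cultures.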
cln2 rad14 – NCI yeast anticancer drug screen, S. cerevisiae cln2 rad14 strain. growth inhibition, % at 50 µM. actives 8.3% (n = 78,000). AID 165, 2004;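 note: 0% = growth of vehicle-only cultures of the same strain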
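Growth inhibition, relative to vehicle-treated controls, is the read-out. The test organism is a yeast strain with defined genetic alterations, cln2 rad14.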
yeast rad50 – NCI yeast anticancer drug screen, S. cerevisiae rad50 strain | % growth inhibition at 50 µM | actives 10% (n = 79,000) | AID 155, 2004;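 note: 0% = growth of vehicle-only cultures of the same strain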
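Genetically altered yeast (DNA repair pathway); compound treatment; growth inhibition vs vehicle ctrl.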
sgs1 mgt1 – NCI yeast anticancer drug screen, S. cerevisiae sgs1 mgt1 strain; % growth inhibition at 50 µM; actives 10% (n = 78,000);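 note: 0% = growth of vehicle-only cultures of the same strain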
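Genetically altered yeast, compound exposure, growth inhibition relative to vehicle.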
Active calls of the source: *; / = no result given. Cut-off read from the data, not from the text of the source: active = growth inhibition above about 70%; inactive = the rest.

SMILES	bub3	yeast mec2-1	yeast mlh1 rad18	cln2 rad14	yeast rad50	sgs1 mgt1
CC1(C)Nc2cccc3c(N=Nc4ccc(N=Nc5ccccc5)c5ccccc45)ccc(c23)N1	-5	-38	-75	-2	-50	-27
CCCCNC(=O)c1ccccc1N	-16	-6	-22	-8	-20	-31
CC1(C)COC(c2ccccc2Cl)OC1	1	9	19	-25	20	0
O=C1N=C2SC=C(NC(=S)Nc3ccccc3)N2NC12c1ccccc1-c1ccccc12	75*	46	70	58	78*	26
CC1=C(C(=O)NCc2ccccc2)C(c2ccc(Cl)c(Cl)c2)C(C(=O)NCc2ccccc2)=C(C)N1	-12	12	-19	21	-11	-21
CCOC(=O)c1cc(C)nc2ccc(Br)cc12	4	3	-12	-6	-3	-11
Brc1c(CCc2ccc3ccccc3c2Br)ccc2ccccc12	-3	10	20	-7	0	13
CCCCNC(=O)CSc1cc(Cl)c(Cl)cc1Cl	26	9	13	19	15	17
CN(C)c1ccc(C2N(Cc3ccccc3)CCC3CCCCN32)cc1 (centres undefined)	6	-26	0	27	-1	11
c1ccc2c(-c3cnc(-c4ccc(-c5ncc(-c6cccc7ccccc67)o5)cc4)o3)cccc2c1	-1	-2	-16	-53	-15	0
Cn1c(=O)c2c(nc(N3CCOCC3)n2CCCNCC(O)c2ccc(O)cc2)n(C)c1=O (centres undefined)	0	-8	-12	-6	2	-11
O=C(NC(=O)C(F)(F)F)Nc1cccc(C(F)(F)F)c1	-8	1	3	-5	16	-14
O=c1[nH]cnc2sc(Nc3ccccc3)nc12	4	2	0	-8	2	0
C=CC1(c2ccc(Br)cc2)OCCCO1	-10	-16	-25	-47	-21	-7
COC(=O)C1C(O)C(C)C(O)OC1C(C)C(O)C(C)/C=C\C=C(/C)C(=O)Nc1c(C)c(OC(C)=O)c2c(c1O)C(=O)C(C)=C1OCOC(/C(C)=C/C(C)=O)=C12 (centres undefined)	14	8	18	13	15	10
FC(F)C(F)(F)N1c2ccccc2Sc2ccccc21	27	-6	60	7	28	20
S=c1[nH]c2ccc(Cl)cc2s1	42	66	87*	84*	73*	82*
CCOc1ccc2nc(NC(=O)c3c/c(=N\NC(=O)C[N+](C)(C)C)c4ccc(O)cc4o3)sc2c1	99*	100*	99*	99*	99*	99*
Cn1c(=O)c2c(nc(CN3CCOCC3)n2C)n(C)c1=O	4	-11	7	-25	-1	4
CCC(=O)NCCCOC(C)C	-5	-7	13	-30	8	-8
CCNC1CC(C(C)(C)NCC)CC=C1C (centres undefined)	-47	-25	-55	-15	-31	-39
C/C(Cl)=C\c1nc2ccccc2nc1Cl	10	12	-11	-4	-5	-3
CCOC(=O)C1NCCc2c1[nH]c1ccccc21 (centres undefined)	-6	0	-24	17	9	-20
CC(C)c1ccc(/C=C\C(=O)c2ccc(-c3ccccc3)cc2)cc1	5	16	15	-2	26	31
CCN(CC)CCNc1ccc2ncn3c4c(OC)ccc(OC)c4c(=O)c1c23	-47	-22	62	23	-21	1
CCN(CC)CCOC(=O)c1cc2ccccc2s1	-1	9	10	3	23	13
C[N+]1(CCCC[N+]2(C)CCCCCCC2)CCCCCCC1	-27	-23	-4	-26	-10	-23
CC(=O)OC1CC[C@@]2(C)C(C1)CC(OC(C)=O)[C@@H]1C2CC(OC(C)=O)[C@]2(C)C(C(C)CC=C(c3ccc(Cl)cc3)c3ccc(Cl)cc3)CCC12 (some centres undefined)	20	3	5	11	0	3
Nc1nc(N)c2cc(S(=O)(=O)c3ccc4ccccc4c3)ccc2n1	-40	-17	-6	-6	-17	-27
C[Si](C)(C)CN=P(c1ccccc1)(c1ccccc1)c1ccccc1	4	-12	-5	17	-30	-19
COC(=O)CC1C(OC)OC23CCC1C2(C)CCC1C3CCC2CC(OC(C)=O)CCC21C (centres undefined)	-2	3	8	-30	28	14
CCCCC(Cc1ccccc1)(C(=O)O)c1ccccc1 (centres undefined)	96*	98*	99*	98*	99*	99*
N#CC1(NC(=O)N(CCCl)N=O)CCCCC1	10	1	-28	6	5	-1
Cc1ccnc(NC(c2ccccc2)c2ccc3cccnc3c2O)c1 (centres undefined)	99*	96*	97*	95*	98*	98*
CN(Cc1ccccc1)C(=O)c1cccc(C(=O)N(C)Cc2ccccc2)c1	22	22	18	14	10	19
N#CCCCCN1C(=O)c2ccccc2C1=O	6	-2	1	-8	3	0
C=CC(=O)OCCCCCCCC	2	-14	3	-34	5	-29
CC(C)(C)c1cc(-c2cc(C(C)(C)C)[nH]n2)n[nH]1	14	4	10	9	13	13
Cc1ccccc1NC(=S)N=Nc1c(O)[nH]c2ccccc12	-22	-66	4	-22	-32	-38
CC(CCC1OC2=C(C1C)C1(C)CCC3C(CCC4CC5(CCC43C)SCCS5)C1C2)C1SCCS1 (centres undefined)	-4	4	9	-10	5	-6
Cn1cc(-c2c3c(cc4c2OCO4)OCO3)c2ccccc21	99*	99*	99*	99*	99*	99*
OC(c1ccccc1)c1ccc(C(O)c2ccccc2)cc1 (centres undefined)	6	-19	-9	33	-14	-9
CCOC(=O)Nc1ccc2c(c1)c(CCCCCCc1nc3ccccc3c3ccc(NC(=O)OCC)cc13)nc1ccccc12	-27	2	-5	5	-7	2
CC(=O)OCC1OC(n2c(Br)nc3c(N)ncnc32)C(OC(C)=O)C1OC(C)=O (centres undefined)	7	0	3	3	22	2
CCOC(=O)/C(C#N)=C/N=c1ccccn1C	-7	-8	-4	-25	5	-1
CCC(=O)N(c1ccccc1)C(C)CN1CCC(O)(c2cccc(C(F)(F)F)c2)CC1 (centres undefined)	65	10	39	19	62	68
CSc1cc(N)nc(N)n1	39	79*	93*	83*	73*	80*
CC1(C(=O)O)OC12CCCCC2 (centres undefined)	-4	-7	2	-11	-4	-1
COc1ccccc1C1c2cc3c(cc2OC(C)(N2CCCC2)C1C)OCO3 (centres undefined)	-3	6	11	-5	-6	0
Cc1ccc(S(=O)(=O)NC2C(=O)c3ccccc3C(=O)C2n2ccnc2)cc1 (centres undefined)	8	-2	-22	3	5	1
CCC(C)SC1=NC(N)=NC2=NC=NC21 (centres undefined)	6	-3	4	-22	-12	-9
c1ccc(C2=NOCC3(c4ccccc4)OC23)cc1 (centres undefined)	14	12	11	-15	8	21
CN(C)Cc1cc(C(C)(C)CC(C)(C)C)ccc1O	17	-3	43	-44	38	6
O=C(c1ccccc1)c1ccc(-c2ccccc2)c(=O)o1	18	-13	0	5	4	0
COc1ccccc1C(=O)CCN(C)C	-7	-5	29	5	9	-2
COc1ccc(C2C3=C(COC3=O)OC(C)(C)Oc3cc4c(cc32)OCO4)cc1 (centres undefined)	36	1	-20	6	-3	14
CC(=O)c1ccc(O)cc1C	-4	-13	-1	11	-3	-17
COC(=O)c1ccc(SCCC(=O)CN2C(=O)c3ccccc3C2=O)cc1	4	8	28	23	19	17
CN(C)C(=O)NN1CCCCCC1	13	14	-13	-15	7	-14
CC(=O)Nc1ccc2c(c1)CCCC2	-3	-4	-16	-72	6	-1

Some of the entries so far, with two lines to a compound:
Every second line gives: bub3	yeast mec2-1	yeast mlh1 rad18	cln2 rad14	yeast rad50	sgs1 mgt1
- CC(CCC1OC2=C(C1C)C1(C)CCC3C(CCC4CC5(CCC43C)SCCS5)C1C2)C1SCCS1 (centres undefined)
→ -4	4	9	-10	5	-6
- Cn1cc(-c2c3c(cc4c2OCO4)OCO3)c2ccccc21
→ 99*	99*	99*	99*	99*	99*
- OC(c1ccccc1)c1ccc(C(O)c2ccccc2)cc1 (centres undefined)
→ 6	-19	-9	33	-14	-9
- CCOC(=O)Nc1ccc2c(c1)c(CCCCCCc1nc3ccccc3c3ccc(NC(=O)OCC)cc13)nc1ccccc12
→ -27	2	-5	5	-7	2
- CC(=O)OCC1OC(n2c(Br)nc3c(N)ncnc32)C(OC(C)=O)C1OC(C)=O (centres undefined)
→ 7	0	3	3	22	2
- CCOC(=O)/C(C#N)=C/N=c1ccccn1C
→ -7	-8	-4	-25	5	-1
- CCC(=O)N(c1ccccc1)C(C)CN1CCC(O)(c2cccc(C(F)(F)F)c2)CC1 (centres undefined)
→ 65	10	39	19	62	68
- CSc1cc(N)nc(N)n1
→ 39	79*	93*	83*	73*	80*
- CC1(C(=O)O)OC12CCCCC2 (centres undefined)
→ -4	-7	2	-11	-4	-1
- COc1ccccc1C1c2cc3c(cc2OC(C)(N2CCCC2)C1C)OCO3 (centres undefined)
→ -3	6	11	-5	-6	0
- Cc1ccc(S(=O)(=O)NC2C(=O)c3ccccc3C(=O)C2n2ccnc2)cc1 (centres undefined)
→ 8	-2	-22	3	5	1
- CCC(C)SC1=NC(N)=NC2=NC=NC21 (centres undefined)
→ 6	-3	4	-22	-12	-9
- c1ccc(C2=NOCC3(c4ccccc4)OC23)cc1 (centres undefined)
→ 14	12	11	-15	8	21
- CN(C)Cc1cc(C(C)(C)CC(C)(C)C)ccc1O
→ 17	-3	43	-44	38	6
- O=C(c1ccccc1)c1ccc(-c2ccccc2)c(=O)o1
→ 18	-13	0	5	4	0
- COc1ccccc1C(=O)CCN(C)C
→ -7	-5	29	5	9	-2
- COc1ccc(C2C3=C(COC3=O)OC(C)(C)Oc3cc4c(cc32)OCO4)cc1 (centres undefined)
→ 36	1	-20	6	-3	14
- CC(=O)c1ccc(O)cc1C
→ -4	-13	-1	11	-3	-17
- COC(=O)c1ccc(SCCC(=O)CN2C(=O)c3ccccc3C2=O)cc1
→ 4	8	28	23	19	17
- CN(C)C(=O)NN1CCCCCC1
→ 13	14	-13	-15	7	-14
- CC(=O)Nc1ccc2c(c1)CCCC2
→ -3	-4	-16	-72	6	-1

Next section.
SMILES	bub3	yeast mec2-1	yeast mlh1 rad18	cln2 rad14	yeast rad50	sgs1 mgt1
CC(C)CCCC(C)C1CCC2C3CC(=O)C4C=CCCC4(C)C3CCC12C (centres undefined)	3	20	34	24	39	28
CC(C)CC(N)C(=O)OCN1C(=O)C2C3C=CC(C2C1=O)C1C2C(=O)N(COC(=O)C(N)CC(C)C)C(=O)C2C31 (centres undefined)	0	16	10	37	16	5
C[C@]12CC[C@@H]3c4ccc(OS(N)(=O)=O)cc4CC[C@H]3[C@@H]1CCC2=O	6	8	16	8	2	-2
N#C/C(=N\NC(=O)c1ccccc1Cl)c1ccccc1Cl	67	79*	78*	82*	90*	83*
N#C[C@H](c1nc2ccccc2[nH]1)c1nc2ccccc2nc1Cl	15	2	13	13	6	22
CCOC(=O)c1nnc2cc(-c3ccccc3)nn2c1C	41	1	29	25	7	18
CCN(CC)c1ccc(C=Nc2cccc(C(F)(F)F)c2)cc1	/	-19	-5	/	-8	/
CSc1nc(SC)c(Nc2cccc(C)c2)c(SC)n1	22	8	0	-38	-9	4
O=C(NO)C(=O)NO	-20	-3	-17	-19	-1	-2
CC(C)C(=O)OC1(CC2CCCCN2C)CCCCC1 (centres undefined)	5	14	7	-6	-3	4
CC(Nc1cnccn1)Nc1cnccn1	-5	-4	1	-23	-3	0
Fc1ccc(CSC(=S)Nc2ccc(Br)cc2)cc1	71*	90*	96*	56	91*	95*
CC(=O)N(C)c1cccc2ccccc12	7	-1	5	-5	18	10
C=C(C)C(C)(C)/C(C)=N\Nc1ccc([N+](=O)[O-])cc1[N+](=O)[O-]	0	-8	-9	-24	0	6
O=C(O)Cn1c(=O)[nH]c(=O)c2c1ncn2Cc1ccccc1	34	7	26	15	38	1
COC(=O)C(=O)c1c(C2CC2)[nH]c2[nH]n(-c3ccccc3)c(=O)c2c1=O	-1	20	4	-9	11	12
Cc1ccc(/C(O)=C/C(=O)C(=O)NN=C(c2ccccc2)c2ccccc2)cc1	20	-12	-2	5	6	27
CCOC(=O)c1[nH]n(-c2ccccc2)c(=O)c1/C=N/C(=S)Nc1ccc(Cl)cc1Cl	-20	-9	-18	-12	-17	11
CCCCCOC(=O)c1cccnc1	1	-16	-2	0	-9	-15
